Compound activity from PubChem.
Growth percent in the NCI-60 one-dose screen (48 h, 10 µM unless noted): 100 = growth as untreated, 0 = no growth, -100 = all killed.
TK-10: TK-10 renal cancer cells; actives 3.9% (n = 81,000); AID 1794769
RXF 393: RXF 393 renal cancer cells; AID 1794773; actives 6.9% (n = 77,000)
786-0: 786-0 renal cancer cells; actives 5.1% (n = 81,000)
ACHN: ACHN renal cancer. actives 4.9% (n = 81,000). AID 1794771
SN12C: SN12C renal cancer cells | actives 3.8% (n = 81,000)
A498: A498 renal cancer cells; actives 5.4% (n = 76,000); AID 1794774
DU-145: DU-145 prostate cancer; actives 4.2% (n = 81,000)
UO-31: UO-31 renal cancer. actives 5.2% (n = 81,000)
CAKI-1: CAKI-1 renal cancer; actives 4.7% (n = 75,000)
Active calls of the source: *; . = not tested or not shown; & = joins results of further samples. The calls were made as follows: active = growth percent below 10; inactive = the rest. Random draw from the library; about 11% have a hit in one of these screens.

SMILES | TK-10 | RXF 393 | 786-0 | ACHN | SN12C | A498 | DU-145 | UO-31 | CAKI-1
Cc1ccccc1NC(=O)n1c(=O)cc(C)c2ccc(O)cc21 | 119.5 | 112.9 | 108.4 | 105.1 | 96.0 | 110.2 | 112.5 | 80.1 | 92.9
CCN1CCN(CCCN(C[C@H]2Cc3ccccc3CN2)[C@H]2CCCc3cccnc32)CC1 | 85.6 | 93.8 | 83.3 | 87.6 | 83.8 | 86.6 | 96.7 | 53.2 | 74.4
COc1cc2oc(-c3cccc(C(=O)Nc4ccncc4)c3)cc(=O)c2c(OC)c1OC | 92.0 | 83.5 | 88.0 | 97.1 | 76.9 | 75.4 | 93.1 | 72.0 | 101.1
COc1ccc2nc(NC(=O)c3ccc(F)cc3)sc2c1 | 98.9 | 110.6 | 96.7 | 88.8 | 112.1 | 85.5 | 105.7 | 99.8 | 79.1
CC(=O)Nc1ccc2cnn(C(C)=O)c2c1 | 114.2 | 98.4 | 101.5 | 115.8 | 99.0 | . | 105.6 | 73.9 | 89.9
O=C1NC(=S)S/C1=C\c1ccccc1C(=O)O | 107.5 | 101.7 | 104.2 | 115.0 | 97.4 | 104.0 | 112.1 | 92.6 | 80.4
Cc1cc(Nc2ccccc2Br)nc(N)n1 | 98.2 | 102.2 | 93.7 | 110.2 | 108.2 | 75.4 | 96.2 | 91.0 | .
CC(=O)Nc1ccccn1 | 106.9 | 127.4 | 98.8 | 100.6 | 95.2 | 118.7 | 174.6 | 115.1 | 104.6
CCCn1c(=O)c2[nH]c(-c3ccc(OCc4nc5ccc(F)cc5[nH]4)cc3)nc2n(CCC)c1=O | -3.6* | . | -87.2* | -56.6* | -20.1* | -85.8* | 34.2 | -78.7* | 6.6*
CC(=O)N1N=C(c2ccc(Cl)cc2)CC1c1ccc(Oc2ccc(Br)cc2)cc1 (stereo not given) | 73.6 | 79.6 | 77.2 | 89.9 | 71.0 | 33.7 | 89.4 | 45.2 | 67.4
C[N+](C)(C)C(=O)c1ccccc1 | 101.5 | 113.9 | 109.4 | 106.8 | 95.8 | 98.0 | 113.9 | 85.9 | 99.9
NCC(=O)NS(=O)(=O)OC[C@H]1O[C@@H](n2cnc3c(N)ncnc32)[C@H](O)[C@@H]1O | . | -36.6* | -7.0* | 11.8 | 1.0* | -58.8* | -31.7* | 6.1* | 5.1*
O=C(Nc1cccc(F)c1)Nc1ccc(F)c(C(=O)c2c[nH]c3ncccc23)c1F | 143.3 | 100.8 | 101.0 | 85.6 | 87.6 | 106.0 | 99.8 | 76.4 | 80.8
CC(=O)NCCCN1c2ccncc2Sc2ccncc21 | 137.4 | 109.8 | 122.0 | 100.5 | 97.5 | 111.3 | 131.6 | . | 91.3
Cc1[nH]c(/C=C/C(=O)c2ccc(C(F)(F)F)c(F)c2)c(C)c1C(=O)N1CCOCC1 | 103.3&97.8 | 95.9&94.5 | 94.5&100.2 | 99.6&100.3 | 90.7&93.7 | 75.8 | 93.2&100.4 | 76.7&88.1 | 79.6&86.2
NNC(=O)c1nc(N)n(-c2ccc(S(N)(=O)=O)cc2)n1 | 103.9 | 110.0 | 95.7 | 100.4 | 97.6 | 103.4 | 92.8 | 76.2 | 88.0
COC(=O)C1SCCCS1 | 98.0 | . | 107.7 | 104.5 | 103.6 | . | 112.8 | 103.9 | 89.6
COc1ccccc1Cn1cc(C#N)c(N)c1C(C)=O | 102.7 | 118.8 | 100.6 | 108.8 | 99.8 | 112.1 | 111.2 | 104.3 | 110.5
COc1ccc(Cl)cc1Nc1nc(C(F)(F)F)ccc1C(=O)NN | 26.1 | -3.0* | 2.1* | 7.0* | 35.7 | 75.3 | 40.0 | 33.6 | 20.5
N#CC1=C(N)Oc2c(sc3c(F)cccc23)C1c1ccc([N+](=O)[O-])cc1 (stereo not given) | -7.9* | -57.3* | -18.6* | -2.3* | -79.0* | -36.3* | 3.5* | -26.4* | 0.9*
O=C(NNc1ccccc1)Nc1ccccc1 | 103.8 | 101.5 | 109.4 | 109.2 | 105.6 | 99.8 | 113.9 | 80.9 | 97.0
Oc1c(CN2CCCC2)cc(CSCc2ccccc2)c2cccnc12 | 22.4 | 31.3 | 6.6* | 5.3* | 17.6 | 9.4* | 22.6 | -18.0* | 7.4*
Cc1ccc(S(=O)(=O)n2ccc3c2CC[C@H]2C(=O)N(N(C)C)C(=O)[C@@H]32)cc1 | 86.6 | 93.3 | 87.3 | 100.7 | 92.8 | 84.9 | 104.6 | 92.1 | 90.1
Cc1ccccc1C(c1ccccc1)N(C)C (stereo not given) | . | . | 103.7 | 109.0 | 104.4 | 97.9 | 112.4 | 96.4 | 102.0
CC(=O)c1cnn(-c2cc(=O)[nH]c3ccccc23)c1C | 105.1 | 115.9 | 98.2 | 97.3 | 93.5 | 104.0 | 110.1 | 62.6 | 83.5
O=c1c(OCc2cn(Cc3ccc(F)cc3)nn2)c(-c2ccc(O)cc2)oc2cc(OCc3cn(Cc4ccc(F)cc4)nn3)cc(O)c12 | 90.5 | 37.7 | 74.8 | 53.8 | 56.2 | 71.7 | 67.5 | 79.7 | 67.5
CC1(C)Oc2cc3oc(=O)ccc3cc2C[C@@H]1OCCNS(C)(=O)=O | 111.4 | 105.8 | 107.7 | 102.0 | 98.7 | 105.8 | 106.2 | 90.2 | 98.2
O=C(Nc1nc2ccccc2s1)c1ccc(Br)cc1 | 103.7 | . | 99.6 | 94.8 | 89.9 | 115.4 | 97.2 | 76.1 | 91.1
Nc1cc(-c2ccccc2)nn1-c1cc(-c2ccccc2)no1 | 119.0 | 119.2 | 108.2 | 100.3 | 85.0 | 114.8 | 111.3 | 85.0 | 101.9
O=c1[nH]n(-c2ccc([N+](=O)[O-])cc2[N+](=O)[O-])c(=O)c2ccccc12 | 93.5 | 101.2 | 96.4 | 97.8 | 89.5 | 97.1 | 104.8 | . | 90.4
COc1cc(-c2c3c(nn2-c2ccc(N)cc2)CCc2cnoc2-3)cc(OC)c1OC | 87.3 | 92.5 | 67.7 | 81.9 | 88.8 | 76.5 | . | 53.8 | 74.2
CCN1C(=O)N(CC)C2C1NN=c1s/c(=C\c3ccco3)c(=O)n12 (stereo not given) | 57.6 | -2.3* | 25.0 | 54.9 | 47.5 | 21.5 | 3.0* | 60.0 | 46.0
COc1cc(/C=C/C(=O)c2c(C)nc3ccccc3c2/C=C/c2ccc(C)cc2)cc(OC)c1OC | 54.3 | 4.0* | 28.4 | 13.7 | 15.2 | 32.6 | 14.7 | 33.5 | 28.6
CNC(=O)OCc1ncn(-c2ccccc2)c1COC(=O)NC | 108.8 | 106.3 | 111.2 | 102.7 | 102.1 | 108.1 | 116.9 | 97.7 | 80.8
CN(C)CCN1C(=O)c2c(c3c4ccccc4n4c3c3c2c2ccccc2n3C2CC(O)C(O)C4(C)O2)C1=O (stereo not given) | 24.6 | 29.9 | 29.3 | -12.6* | 22.1 | 32.0 | 16.9 | 24.1 | 19.6
COC(=O)CCC[C@@H]1O[C@@H](c2ccccc2)[C@@H](I)[C@H]1O | 99.7 | 106.8 | 93.0 | 104.2 | 108.8 | 103.8 | 105.3 | 89.9 | 95.4
CCOC(=O)/C(=C\c1cn(C(C)=O)c2ccccc12)P(C)(=O)OCC (stereo not given) | 114.6 | 107.7 | 102.4 | 95.2 | 97.2 | 116.8 | 106.7 | 69.5 | 89.1
N#CC(Cc1cccc2ccccc12)c1cc2ccccc2[nH]1 (stereo not given) | 108.1 | 87.8 | 95.3 | 95.2 | 90.2 | 112.0 | 103.2 | 51.9 | 73.7
C/C(=N\NC(=S)Nc1ccccc1)c1sc(Nc2cccc(O)c2)nc1C | 137.8 | 88.8 | 103.6 | 99.5 | 94.3 | 88.7 | 105.3 | 72.2 | 87.8
O=S(=O)(NCCNc1nccc(-c2c(-c3ccc(F)cc3)nc3sccn23)n1)c1ccc(I)cc1 | 101.8 | 91.6 | 82.8 | 63.5 | 76.5 | 87.3 | 89.2 | 69.3 | 86.7
O/N=C\c1ccnc2ccccc12 | 109.2 | 114.5 | 100.3 | 109.3 | 97.5 | . | 117.6 | 83.6 | 87.7
O=Cc1nccc2ccccc12 | 89.5 | 95.6 | 103.8 | 92.2 | 87.2 | 127.1 | 87.4 | 48.9 | 90.7
COc1ccc(-c2cnoc2-c2ccc(O)cc2O)cc1OC | 102.0 | 111.8 | 89.7 | 103.8 | 85.6 | 88.1 | 109.3 | 89.4 | 74.9
CN(C)c1ccc(-c2nc3ccccc3s2)cc1 | 107.6 | 103.7 | 91.3 | 93.3 | 92.3 | 121.0 | . | 51.2 | 92.0
COC(=O)c1c(C(=O)OC)c2n(CC(=O)Nc3cccc4cccnc34)c3ccccc3n2c1C(=O)c1ccc(C)cc1 | 107.9 | 97.8 | 101.3 | 97.6 | 92.5 | 105.4 | 105.0 | 75.7 | 104.5
CC1Cc2c(ncn3cnnc23)N(C)c2ccccc21 (stereo not given) | 110.8 | 105.1 | 93.7 | 105.2 | 96.1 | 64.9 | 112.7 | 83.1 | 92.6
O=c1cc(C2CCCCC2)[nH]c(=O)[nH]1 | 124.7 | 111.3 | 103.8 | 105.5 | 91.7 | 103.3 | 110.9 | 92.5 | 100.6
NCCCN(CCCN)CCCNCc1c2ccccc2c(CNCCCN(CCCN)CCCN)c2ccccc12 | 97.5 | 98.4 | 99.1 | 100.3 | 110.0 | 95.4 | 100.2 | 72.4 | .
O=C(COc1cccc(/C=C2\Oc3ccc4ccccc4c3C2=O)c1)c1ccc(Cl)cc1 | 115.1 | . | 105.2 | 96.8 | 91.2 | 132.2 | . | -7.7* | 83.0
COc1cc(/C=N/NC(=S)Nc2ccc(C(F)(F)F)cc2)ccc1F | 111.3 | 101.5 | 97.6 | 108.1 | 101.0 | 94.7 | 100.4 | 75.3 | 77.9
Nc1ccc(SCc2cc3ccccc3[nH]c2=O)cc1 | 91.1 | . | 71.1 | 71.4 | 87.5 | 96.3 | 88.5 | 61.3 | 66.7
C=C(C)[C@@H]1CC[C@]2(COC(C)=O)CC[C@]3(C)[C@H](CC[C@@H]4[C@@]5(C)CCCNC(C)(C)[C@@H]5CC[C@]43C)[C@@H]12 | 72.7 | 82.9 | 70.8 | 88.0 | 82.3 | 70.2 | 81.6 | 67.5 | 46.4
COc1ccc(CCc2ccc3ccccc3n2)cc1 | 104.6 | 110.3 | 100.8 | 103.9 | 103.8 | 111.1 | 118.1 | 110.9 | 86.6
O=C(COc1ccc(/C=C2\C(=O)Nc3ccc(Cl)cc32)cc1)Nc1ccccc1 | 144.6 | 102.0 | 47.2 | 47.2 | 82.6 | 102.9 | 90.7 | 65.5 | 55.0
COc1cc2oc(-c3cccc(NC(=O)[C@H](C)NC(=O)[C@H](C)NC(=O)OC(C)(C)C)c3)cc(=O)c2c(OC)c1OC | 99.6 | 93.3 | 91.3 | 93.3 | 105.5 | 98.2 | 98.1 | 81.6 | 85.0
COc1ccc(C2CC(=O)c3c(O)cc(OC4OC(COC5OC(C)C(O)C(O)C5O)C(O)C(O)C4O)cc3O2)cc1O (stereo not given) | 110.2 | 111.3 | 100.2 | 117.5 | 107.9 | 132.1 | 135.7 | 95.3 | 104.7
CCOC(=O)C(C)C/C(C)=N/NC(N)=O (stereo not given) | 80.7 | 111.3 | 98.2 | 103.4 | 102.3 | 79.5 | 108.8 | 92.4 | 90.1
c1ccc2sc(-c3nc4ccccc4s3)nc2c1 | . | . | 100.8 | 88.7 | 100.8 | 133.2 | 110.9 | 87.0 | 76.8
COC(=O)c1c(C(=O)OC)c2n(c1C)[C@@H]([C@@H](C)[C@H]1CC[C@H]3[C@@H]4CCC5=CC(=O)CC[C@]5(C)[C@H]4CC[C@]13C)SC2 | 57.9 | . | 73.4 | 46.0 | 58.0 | 71.8 | 57.8 | 30.1 | -3.5*
ClC(Cl)c1ccccc1C(Cl)(Cl)Cl | 104.2 | 125.0 | 103.6 | 109.9 | 97.1 | 92.3 | 121.6 | 104.3 | 100.0
COc1ccc(Cc2nc3cc(OC)c(OC)cc3c(=O)[nH]2)cc1 | 237.3 | . | 86.9 | 72.2 | 67.9 | 122.1 | 39.5 | 69.6 | 95.7

A different layout for some results above.
Order of results – TK-10 | RXF 393 | 786-0 | ACHN | SN12C | A498 | DU-145 | UO-31 | CAKI-1
- O=C(COc1ccc(/C=C2\C(=O)Nc3ccc(Cl)cc32)cc1)Nc1ccccc1
  144.6 | 102.0 | 47.2 | 47.2 | 82.6 | 102.9 | 90.7 | 65.5 | 55.0
- CN(C)c1ccc(-c2nc3ccccc3s2)cc1
  107.6 | 103.7 | 91.3 | 93.3 | 92.3 | 121.0 | . | 51.2 | 92.0
- O=C(COc1cccc(/C=C2\Oc3ccc4ccccc4c3C2=O)c1)c1ccc(Cl)cc1
  115.1 | . | 105.2 | 96.8 | 91.2 | 132.2 | . | -7.7* | 83.0
- O=C1NC(=S)S/C1=C\c1ccccc1C(=O)O
  107.5 | 101.7 | 104.2 | 115.0 | 97.4 | 104.0 | 112.1 | 92.6 | 80.4
- Nc1ccc(SCc2cc3ccccc3[nH]c2=O)cc1
  91.1 | . | 71.1 | 71.4 | 87.5 | 96.3 | 88.5 | 61.3 | 66.7
- Nc1cc(-c2ccccc2)nn1-c1cc(-c2ccccc2)no1
  119.0 | 119.2 | 108.2 | 100.3 | 85.0 | 114.8 | 111.3 | 85.0 | 101.9
